# Screening data as filed in PubChem BioAssay.
# C8 TRAIL sens = caspase-8 TRAIL sensitization; NB7+C8 cells + TRAIL, ATPlite viability luminescence; inhibition (viability loss, TRAIL sensitization), % at 10 µM; 1% of 360,000 active;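 active = compounds causing at least 50% loss of cell viability in the single-dose screen, relative to plate controls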
# Shn3 inh set2 = Schnurri-3 reporter inhibition in Clone20 osteoblasts. Clone20 osteoblast Shn3 3'UTR firefly luciferase, 24 h. inhibition, % at 12.5 µM. 0.52% of 360,000 active. AID 588674;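 active = mean inhibition of at least 75% with every replicate also reaching 75%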;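 also: 0% = median of neutral control wells and 100% = pilot-screen positive control compound; some compounds past the cut are filed as inactive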
# Peg3 promoter = inhibitors of Peg3 promoter | HeLa PEG-Prom luciferase reporter, luminescence, overnight | AID 588405 | inhibition, % at 20 µM | 1.7% of 360,000 active;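 active = inhibition of at least 50% at 20 µM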
# TROY NFkB inh = inhibitors of TROY-dependent NF-kB signaling; Q293 LMP1-TROYcd NF-kB luciferase reporter, 4 h; inhibition, % at 10 µM; 0.98% of 360,000 active;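 active = compounds whose plate-normalised and pattern-corrected inhibition of the luciferase reporter signal at the single screening dose is 50% or more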
# HIF-2a inh = HIF-2a inhibition; 786-0 RCC cells HIF-2a reporter, luciferase luminescence, overnight; inhibition, % at 18.8 µM; 0.72% of 360,000 active; AID 624352;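 active = inhibition of the luminescence signal of 40% or more relative to plate controls, in a single-dose primary screen at 18.75 µM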
# TRPM1 prom inh = MITF TRPM1 promoter inhibition in SK-MEL-5 cells | SK-MEL-5 TRPM1 promoter luciferase, 24 h | inhibition, % at 12.5 µM | 0.83% of 330,000 active | AID 488899;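 active = mean inhibition across replicates of 60% or more, whatever share of single replicates reaches that level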; also: values of inactives mirror those of a sister screen read the other way
# TWEAK-Fn14 inh = inhibitors of TWEAK-Fn14 interaction signaling; TWEAK-stimulated Fn14 reporter cells, luciferase luminescence, 8 h; inhibition, % at 10 µM; 2% of 360,000 active; AID 1159606; in the data active = inhibition above about 50%
# KKLEB cytotox = counter-screen for CF NF-kB inhibitors: cytotoxicity; KKLEB CF airway cells viability, ATPlite luminescence, overnight; hits give low values; cells stimulated with P. aeruginosa culture filtrate; activity change (cytotoxicity), % at 5 µM; 0.36% of 360,000 active; AID 602141;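 active = corrected activity change at or below -50% at 5 µM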
# CF NFkB block = blocks PAF-induced NF-kB reporter in cystic fibrosis cells. KKLEB NF-kB-GFP reporter, GFP fluorescence overnight. inhibition, % at 5 µM. 0.86% of 360,000 active. AID 588850;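 active = at least 50% inhibition at 5 µM, scaled per plate between neutral and stimulator controls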;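 also: PAF is a Pseudomonas aeruginosa culture filtrate used as stimulus; plate controls were PAF-stimulated DMSO wells for no effect and unstimulated DMSO wells for full effect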
# NR2E3 ag-1 = agonists of human nuclear receptor NR2E3; AID 2300; Q9Y5X4; 0.12% of 320,000 active; GST-NR2E3/biotin-RetCOR TR-FRET, 1536-well; inhibition of corepressor binding, % at 4.78 µM;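 active = percent inhibition above the cutoff of mean plus 3 SD of all tested compounds, set per screening campaign, cut at about 20% in these data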;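 also: 0% = DMSO wells and 100% = biotin wells as full block of FRET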
# Target sequence (Q9Y5X4 whole entry, looked up): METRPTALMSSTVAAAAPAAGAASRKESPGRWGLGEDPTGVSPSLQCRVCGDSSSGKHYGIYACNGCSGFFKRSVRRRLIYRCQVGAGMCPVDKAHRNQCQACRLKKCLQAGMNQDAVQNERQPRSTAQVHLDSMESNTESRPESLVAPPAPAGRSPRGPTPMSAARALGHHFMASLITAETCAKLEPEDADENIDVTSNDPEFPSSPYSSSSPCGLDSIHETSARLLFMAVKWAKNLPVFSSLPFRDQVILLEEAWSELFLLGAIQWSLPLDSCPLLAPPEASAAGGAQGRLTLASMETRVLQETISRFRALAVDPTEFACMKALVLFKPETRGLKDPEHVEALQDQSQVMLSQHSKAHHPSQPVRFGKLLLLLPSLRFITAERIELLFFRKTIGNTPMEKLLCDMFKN
#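 Test system – NR2E3–RetCOR corepressor complex · Quantity – NR2E3 fusion 1.35 nM · Buffer or medium – Tris pH 7.5 · Incubation – Compound–protein incubation for 5 h at 4 °C · Technique – TR-FRET, Eu(K)-anti-GST donor, streptavidin-D2 acceptor, ex 340, em 617/671 nm · Evaluation – percent inhibition of 671/617 nm emission ratio versus biotin and DMSO controls · Plate – 1536-well format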
# NR2E3 ag-2 = agonists of human NR2E3 nuclear receptor; AID 602229; CHO-S Gal4-NCOR/VP16-NR2E3 two-hybrid, luciferase; inhibition of corepressor binding, % at 3.98 µM; 0.35% of 360,000 active;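 active = inhibition above the mean of all tested compounds plus 3 SD, cut at about 70% in these data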;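 also: 0% = DMSO with NR2E3 transfected cells and 100% = cells lacking NR2E3 construct; higher means lower luciferase signal from less NR2E3 corepressor binding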
# * hit, by the source's call; nt = not tested or not shown.
# Sample of the layout (13 entries):
SMILES,C8 TRAIL sens,Shn3 inh set2,Peg3 promoter,TROY NFkB inh,HIF-2a inh,TRPM1 prom inh,TWEAK-Fn14 inh,KKLEB cytotox,CF NFkB block,NR2E3 ag-1,NR2E3 ag-2
COC(=O)C[C@H]1c2cc(C(F)(F)F)ccc2S(=O)(=O)N1c1ccc(N(C)C)cc1,1,-32,-16,-4,-8,-4,-14,4,-24,1,5
c1ccc(-n2cnnc2SCc2cn3ccsc3n2)cc1,10,-6,4,15,7,1,5,-22,11,3,6
Cc1cc(C(=O)N/N=C/c2cn[nH]c2-c2ccccc2)cs1,-2,16,5,-5,18,12,-17,8,4,-2,-17
COc1ccc(SCCN2CC[C@@H](C)CCC2=O)cc1,6,-28,-54,-46,-117,-55,-6,9,21,2,-29
CCCn1c(=O)c2ccccc2n2c(SCC(=O)N3CCc4ccccc4C3)nnc12,15,10,12,16,13,10,22,0,-14,2,3
O=C(CCN1C(=O)c2ccccc2C1=O)NNC(=O)c1ccc(Cl)cc1Cl,-4,7,-4,9,8,12,1,7,-7,-2,6
COc1ccc(Cl)cc1NC(=O)NCc1ccco1,0,2,2,-11,-20,8,2,1,-14,-2,4
COc1cc(NC(=O)C2CCCCC2)c(OC)cc1NC(=O)c1ccco1,1,-6,3,-22,13,12,-7,-6,2,1,-8
Cc1cccc(Cn2c(CN3CCN(Cc4ccccc4)CC3)nc3c2c(=O)[nH]c(=O)n3C)c1,11,-19,1,4,14,13,-29,1,-11,3,13
Cc1ccc(-n2ncc(-c3nn[nH]n3)c2N)cc1,-8,-16,-5,-20,1,4,6,1,3,-3,-8
CCOC(=O)c1ccc(NC(=S)NC(=O)C2CCCC2)cc1,13,13,-52,-34,-54,-1,-29,-4,1,5,-2
O=[N+]([O-])c1cccc(C2(O)COc3ccccc3O2)c1 (stereo not drawn),-6,10,-4,-20,5,-11,10,4,-14,-1,-15
C=CCNc1nc(NCCOC)c2sc(-c3ccccc3)cc2n1,5,44,-21,-25,-63,nt,-16,4,-59,nt,-28

# Main list, repeating the preview:
SMILES,C8 TRAIL sens,Shn3 inh set2,Peg3 promoter,TROY NFkB inh,HIF-2a inh,TRPM1 prom inh,TWEAK-Fn14 inh,KKLEB cytotox,CF NFkB block,NR2E3 ag-1,NR2E3 ag-2
COC(=O)C[C@H]1c2cc(C(F)(F)F)ccc2S(=O)(=O)N1c1ccc(N(C)C)cc1,1,-32,-16,-4,-8,-4,-14,4,-24,1,5
c1ccc(-n2cnnc2SCc2cn3ccsc3n2)cc1,10,-6,4,15,7,1,5,-22,11,3,6
Cc1cc(C(=O)N/N=C/c2cn[nH]c2-c2ccccc2)cs1,-2,16,5,-5,18,12,-17,8,4,-2,-17
COc1ccc(SCCN2CC[C@@H](C)CCC2=O)cc1,6,-28,-54,-46,-117,-55,-6,9,21,2,-29
CCCn1c(=O)c2ccccc2n2c(SCC(=O)N3CCc4ccccc4C3)nnc12,15,10,12,16,13,10,22,0,-14,2,3
O=C(CCN1C(=O)c2ccccc2C1=O)NNC(=O)c1ccc(Cl)cc1Cl,-4,7,-4,9,8,12,1,7,-7,-2,6
COc1ccc(Cl)cc1NC(=O)NCc1ccco1,0,2,2,-11,-20,8,2,1,-14,-2,4
COc1cc(NC(=O)C2CCCCC2)c(OC)cc1NC(=O)c1ccco1,1,-6,3,-22,13,12,-7,-6,2,1,-8
Cc1cccc(Cn2c(CN3CCN(Cc4ccccc4)CC3)nc3c2c(=O)[nH]c(=O)n3C)c1,11,-19,1,4,14,13,-29,1,-11,3,13
Cc1ccc(-n2ncc(-c3nn[nH]n3)c2N)cc1,-8,-16,-5,-20,1,4,6,1,3,-3,-8
CCOC(=O)c1ccc(NC(=S)NC(=O)C2CCCC2)cc1,13,13,-52,-34,-54,-1,-29,-4,1,5,-2
O=[N+]([O-])c1cccc(C2(O)COc3ccccc3O2)c1 (stereo not drawn),-6,10,-4,-20,5,-11,10,4,-14,-1,-15
C=CCNc1nc(NCCOC)c2sc(-c3ccccc3)cc2n1,5,44,-21,-25,-63,nt,-16,4,-59,nt,-28
Cc1cccc2cc(COC(=O)C3CCCCC3)c(=O)[nH]c12,-13,-2,0,9,5,-5,1,10,8,-1,-13
O=C(C[C@H]1C(=O)N(C2CCCCC2)C[C@@H]1Cc1ccccc1)Nc1ccccc1,-5,3,4,6,3,-3,-6,-12,12,0,17
CCOC(=O)c1ccc(-n2ccnc2)c(NC(=O)c2cccc(Br)c2)c1,-3,0,3,10,12,9,-6,0,7,-2,6
CCCCNC(=O)NC1(C(F)(F)F)Oc2ccccc2O1,24,57,0,4,18,1,4,-20,4,0,14
CC1(C(=O)NS(=O)(=O)Cc2ccccc2)CCN1C(=O)C1(c2ccc(Cl)cc2)CC1 (stereo not drawn),2,16,0,13,-2,nt,22,19,1,nt,-19
CC1(C(=O)Nc2cccc(Oc3ccccc3)c2)Cc2c(-c3ccccc3)ccnc2O1 (stereo not drawn),8,6,32,-9,12,nt,20,-8,15,nt,-25
CCN(CC)CCCNC(=S)N(Cc1cccs1)Cc1cc2cc3c(cc2[nH]c1=O)OCCO3,0,18,-9,-14,6,18,-13,-23,4,0,0
COC(=O)c1ccc(NC(=O)c2cc[n+]([O-])cc2)cc1,4,14,5,6,4,3,-6,-2,4,0,6
CCOC(=O)c1c(NC(=O)CSc2cccc[n+]2[O-])sc(C(=O)Nc2ccccc2)c1C,5,-39,-169,-31,-234,-80,-21,-5,11,1,-83
COc1ccc(NC(=O)[C@@H]2O[C@H](CO)[C@H](O)[C@H](O)[C@H]2O)cc1F,12,-11,0,3,12,nt,-2,13,-11,nt,6
C[C@H](NS(=O)(=O)c1ccccc1F)C(=O)OCC(=O)N1CCc2ccccc21,-11,32,-6,-3,-8,8,-1,-10,-6,3,-11
CCOc1ccc(OCC)c(S(=O)(=O)N2CCCCC2C)c1 (stereo not drawn),7,24,25,-7,16,2,-3,-17,5,1,12
CCOc1ccc(/C=C2\SC(=S)N(C)C2=O)cc1OC,16,3,-26,-37,-42,nt,-57,5,14,0,-14
COC(=O)c1ccc(Nc2cc(C)nc3ncnn23)cc1,0,-3,0,-15,-3,-5,1,-2,-5,4,-18
Cc1ccc(S(=O)(=O)N2CCN(C(=O)c3ccc(N4CCCCC4)c([N+](=O)[O-])c3)CC2)cc1,3,15,2,1,-8,6,-7,6,-8,3,5
CN(C)S(=O)(=O)c1cc(NC(=O)COC(=O)Cc2ccc(Br)cc2)ccc1Cl,-17,-29,9,19,9,-4,-4,-22,20,1,-4
CCOCCCNC(=O)c1ccc(NC(=O)C2CCCO2)cc1 (stereo not drawn),-3,-6,0,6,1,-12,30,1,-13,-2,-5
CCn1c(-c2ccccn2)nc2cc(S(=O)(=O)N(C)C)ccc21,9,-35,-97,-24,-93,-32,46,0,-3,6,-27
Cc1ccccc1-c1nnc(-c2ccccc2C)o1,7,-101,-208,-60,-249,-59,-45,-2,-9,6,-64
O=C(CNS(=O)(=O)c1ccc(Br)cc1)NCc1ccncc1,3,-8,-2,-2,15,-2,24,3,-14,4,4
Cn1cccc1Cc1nnc(SCC(=O)N2CCOCC2)n1CCc1ccccc1,5,-37,13,4,5,1,0,-5,2,6,1
Cc1cccc(C(=O)NCC(=O)N(C)Cc2nc3ccccc3c(=O)[nH]2)c1,1,-36,5,-9,16,9,-2,-19,3,nt,-9
Cc1ccc(CNC(=O)C(=O)NCCC2=CCCCC2)cc1,-6,-8,30,-3,20,-7,-17,-5,7,-2,23
Cn1c(N)c(C(=O)COC(=O)c2cc(S(=O)(=O)N3CCCCC3)ccc2Cl)c(=O)n(C)c1=O,-8,-4,19,12,13,-3,-21,-3,4,2,-27
O=C(NCCN1CCN(c2ccc([N+](=O)[O-])cc2)CC1)NCc1ccccc1,-9,-1,20,-6,2,-1,-7,3,-12,-1,-16
CCOC(=O)C1=CCN(S(=O)(=O)c2ccc(C)cc2)C1c1ccc(Br)cc1 (stereo not drawn),-1,7,36,5,10,nt,-11,-3,10,nt,-18
CCc1ccc(NC(=O)CNC(=O)[C@@H]2Cc3ccccc3CN2C(=O)OC(C)(C)C)cc1,7,-9,-20,10,-17,-13,-6,5,-24,2,-16
COc1cccc(CN(C)C(=O)CN2C(=O)NC(c3ccccc3)(c3ccccc3)C2=O)c1,0,3,14,-3,11,-3,-7,-11,18,6,8
CC(C)(C)c1ccc(C(=O)Nc2ccc(C=C(C#N)C#N)cc2)cc1,53*,-20,-210,-5,-59,-93,-2,5,-18,-1,-66
O=C(N/N=C/c1c(Cl)cccc1Cl)c1ccccc1F,6,-14,-85,-65,-110,-11,-32,12,9,4,-44
CC(NC(=O)c1ccc(N)cc1)c1ccccc1 (stereo not drawn),-16,-4,-8,-23,11,2,9,-21,8,2,-1
COc1ccccc1NCCC(=O)OCC(=O)Nc1ccccc1F,-3,10,5,-4,-1,-5,10,-8,-9,nt,-15
COC(=O)c1ccc(C(=O)OC)c(NC(=O)COC(=O)C23CC4CC(CC(O)(C4)C2)C3)c1,13,-8,25,3,5,-6,-35,-5,-4,3,-16
CC(=O)c1c(O)cc(O)cc1O,18,-16,6,-4,6,-1,3,0,-2,nt,-25
O=C(CN1C(=O)/C(=C/c2cccc(Br)c2)SC1=S)Nc1cccnc1,-7,-32,3,-17,0,1,-7,2,-13,-2,-13
CCN(CC)S(=O)(=O)c1ccc(-c2nnc(SCC(=O)Nc3ccc(OC)c(OC)c3)o2)cc1,-12,8,1,14,2,2,5,-2,7,3,-5
Cc1c(C(=O)N(Cc2ccc(N(C)C)cc2)C2CCS(=O)(=O)C2)oc2ccccc12 (stereo not drawn),-17,-18,23,1,22,3,-4,-1,1,-3,-5
O=C(COC(=O)CNC(=O)C1CCCCC1)Nc1ccc2c(c1)OCCO2,-3,11,-5,8,0,8,-20,-2,4,6,8
O=C(NNC(=O)C1CCCO1)c1ccc(Br)cc1 (stereo not drawn),-2,-4,-9,-10,7,-2,-5,5,-5,1,-22
S=C1NCCNC(=S)NCCOCCOCCOCCN1,6,-3,-5,1,13,-12,-8,0,-16,1,21

# A portion of the library (hit frequency here may not be typical).
